# Screens deposited in PubChem by several laboratories.
# Mtb BioA inh = blocks M. tuberculosis BioA enzyme activity. AID 602481. inhibition, % at 9.99 µM. purified M. tuberculosis BioA enzyme, plate reader. 0.096% of 360,000 active; in the data active = inhibition above about 40%; inconclusive = no clear call, values can overlap the other calls
# FadD28 FP inh = M. tuberculosis FadD28 bisubstrate binding inhibition; 0.22% of 360,000 active; FadD28 bisubstrate probe binding, fluorescence polarization; inhibition, % at 12.5 µM; in the data active = inhibition above about 8.5%, passing the limit was not always enough; inconclusive = no clear call, values can overlap the other calls
# UGM FP inh = Mtb UDP-galactopyranose mutase inhibition | P9WIQ1 | purified UGM, fluorescence polarization probe displacement | inhibition, % at 10 µM | 0.06% of 320,000 active | AID 504406; in the data active = inhibition above about 10%, passing the limit was not always enough; inconclusive = no clear call, values can overlap the other calls
# Target sequence (P9WIQ1 whole entry, looked up): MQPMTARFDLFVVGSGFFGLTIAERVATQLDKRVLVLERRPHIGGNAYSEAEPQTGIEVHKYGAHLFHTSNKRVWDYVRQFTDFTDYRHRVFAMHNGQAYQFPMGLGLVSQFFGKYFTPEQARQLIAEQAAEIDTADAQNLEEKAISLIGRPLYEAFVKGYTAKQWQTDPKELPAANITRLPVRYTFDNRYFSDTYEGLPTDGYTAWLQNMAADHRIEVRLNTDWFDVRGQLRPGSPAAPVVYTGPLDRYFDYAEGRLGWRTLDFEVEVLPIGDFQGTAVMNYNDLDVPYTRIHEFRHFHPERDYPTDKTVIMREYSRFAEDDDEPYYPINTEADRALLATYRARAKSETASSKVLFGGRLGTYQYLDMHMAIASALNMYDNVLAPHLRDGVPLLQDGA
# BoNT F protease = blocks Botulinum neurotoxin F light chain protease; Multiplex microsphere protease cleavage assay, flow cytometry; inhibition, % at 10 µM; 0.22% of 360,000 active; AID 588497; in the data active = inhibition above about 35%, passing the limit was not always enough; inconclusive = no clear call, values can overlap the other calls; also: plate controls were buffer without enzyme for full effect and enzyme alone for no effect
# BoNT A protease = blocks Botulinum neurotoxin A light chain protease | inhibition, % at 10 µM | multiplex microsphere protease substrate cleavage, flow cytometry | AID 588499 | 0.17% of 360,000 active; also: plate controls were buffer without enzyme for full effect and enzyme alone for no effect
# PfHsp40 rescue = compounds rescuing yeast from Plasmodium falciparum HSP40 toxicity; S. cerevisiae expressing PfHsp40, growth rescue, ATP luminescence; growth rescue, % at 12.5 µM; 0.68% of 340,000 active; AID 504582; in the data active = growth rescue above about 28%, passing the limit was not always enough; inconclusive = no clear call, values can overlap the other calls;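 also: yeast W303a lacking pdr1 and pdr3 grown in galactose medium; growth measured after three days at 30 °C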
# Mtb FBA inh = inhibitors of M. tuberculosis fructose-bisphosphate aldolase; 2.3% of 360,000 active; purified M. tuberculosis FBA, fluorescence read-out; AID 588726; inhibition, % at 1 µM; in the data active = inhibition above about 27%;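 also: 0% = vehicle and 100% = reference inhibitor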
# Target sequence (P9WQA3 whole entry, looked up): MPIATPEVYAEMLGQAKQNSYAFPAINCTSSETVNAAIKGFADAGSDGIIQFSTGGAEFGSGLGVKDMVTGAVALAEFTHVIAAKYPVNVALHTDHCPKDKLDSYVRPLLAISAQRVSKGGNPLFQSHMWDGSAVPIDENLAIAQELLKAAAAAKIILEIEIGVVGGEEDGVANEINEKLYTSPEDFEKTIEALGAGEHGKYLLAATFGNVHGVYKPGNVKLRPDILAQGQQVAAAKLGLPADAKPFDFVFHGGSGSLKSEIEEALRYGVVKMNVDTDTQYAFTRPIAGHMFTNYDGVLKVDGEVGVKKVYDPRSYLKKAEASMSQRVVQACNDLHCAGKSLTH
# Anthrax LF prot = anthrax lethal factor protease inhibition; 0.12% of 360,000 active; inhibition, % at 10 µM; multiplex microsphere protease cleavage assay, LF; AID 588501; also: plate controls were buffer without enzyme for full effect and enzyme alone for no effect
# GDH-TPI counter = inhibits GDH-TPI coupling enzymes, artifact for Mtb FBA screen | GDH-TPI coupled enzyme counterscreen, NADH absorbance | inhibition, % at 4.8 µM | 1.2% of 360,000 active | AID 588335; in the data active = inhibition above about 30%;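 also: 0% = DMSO wells and 100% = wells lacking the enzyme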
# Active calls of the source: *; ? = inconclusive; . = not tested or not shown; + = active, no number. Rule as the data show it, unless noted: active = inhibition above about 30%; inconclusive = no clear call, values can overlap the other calls; inactive = below that.
SMILES,Mtb BioA inh,FadD28 FP inh,UGM FP inh,BoNT F protease,BoNT A protease,PfHsp40 rescue,Mtb FBA inh,Anthrax LF prot,GDH-TPI counter
COc1cc(NC(=O)[C@H](C)NC(=O)N2CCn3c2nc2ccccc23)cc(OC)c1,1.1,-7.9,-0.2,-9,-1.9,2.5,0,-2,-1
Nc1ncnc2c1ncn2[C@@H]1O[C@H](CO)[C@@H](O)[C@H]1O,-3.0,-1.2,0.1,-1,0.0,-3.0,-1,0,10
COCCCNC(=S)Nc1cccc2ncccc12,.,-0.7,-0.2,-4,-0.2,-1.6,-1,-3,1
Cc1cc(/C=C2/NC(=O)N(Cc3ccccc3F)C2=O)c(C)n1C(C)C,.,2.8,-0.5,-5,-0.4,0.0,-2,-1,18
COc1ccccc1C(=O)NC(C(=O)NCCc1nc2ccccc2[nH]1)=C(C)C,-1.3,0.1,-2.2,-4,-0.1,1.2,0,-4,-3
COC(=O)c1c(NC(=O)Cc2ccccc2)sc2c1C(C(=O)OC)CC2 (stereo unspecified),4.2,-0.1,2.1,6,-1.2,1.6,0,-4,9
COc1ccc(C)cc1NC(=O)c1cc(S(=O)(=O)N2CCCC2)cn1C,0.0,0.2,-0.2,-8,-1.2,0.9,1,2,3
CCOc1ccc(C(=O)O[C@H]2[C@H](Cc3ccccc3)NS(=O)(=O)[C@H]3C[C@@H]4C=C[C@]23O4)cc1,-2.0,1.4,-0.5,-3,-0.7,-1.5,1,-5,-5
COc1ccc(CCNC(=O)c2ccc(NS(=O)(=O)c3ccc4[nH]c(=O)[nH]c4c3)cc2)cc1,.,?,-1.1,-16,-2.0,-0.3,-1,-2,10
CSc1nnc(C)c(/C=C/Nc2ccc(Cl)cc2)n1,-0.8,-2.9,-1.0,-5,10,2.0,-2,10,-1
CN(C)S(=O)(=O)c1ccc(NC(=O)CN2CCN(C(c3ccccc3)c3ccccc3)CC2)cc1,-0.2,-0.3,-0.9,?,?,-0.9,0,-17,6
COc1ccc(OC)c(C(=O)COC(=O)c2c(OC)cccc2OC)c1,0.3,0.8,1.9,7,0.4,0.2,1,-4,14
O=C1C(Cl)=C(N2CCN(Cc3ccccc3)CC2)C(=O)N1Cc1ccccc1,-2.3,-2.2,-1.1,-20,6.6,2.7,-1,4,14
COCCCNc1nc(N)c([N+](=O)[O-])c(N2CCCCCC2)n1,-1.3,-0.3,-2.9,-7,-2.0,-0.6,-1,3,26
CCN1C(=O)NC(c2cccnc2)C(C(=O)OC)=C1C (stereo unspecified),-0.6,-1.5,0.2,-3,-0.7,1.3,4,6,7
O=C(Nc1nc(-c2ccc3c(c2)Cc2ccccc2-3)cs1)c1ccccc1,.,-2.3,0.6,-4,-0.2,-2.1,-7,1,-4
COc1ccc(CCNC(=O)C2CCCN(c3nn4c(=O)cc(C)nc4s3)C2)cc1OC (stereo unspecified),-0.2,-2.6,.,-9,0.4,0.2,6,0,-8
COc1cc(C)c(Br)cc1S(=O)(=O)N1CCOCC1,-1.2,-0.7,0.8,0,-0.4,-0.7,3,2,5
O=C(CCN1CCN(C(=O)c2ccccc2)CC1)c1ccc(Br)cc1,-1.1,-4.0,2.5,0,-0.8,-1.3,1,1,-5
CCCCCC(=O)N1C[C@@H](O)[C@H](n2cc(-c3ccc(F)cc3)nn2)C[C@@H]1c1ccc(Cl)cc1,.,-5.3,.,3,-0.2,.,-1,7,-1
Cc1ccc(S(=O)(=O)N2CC3(C)CN(S(=O)(=O)c4ccc(C)cc4)CC(C)(C2)C3)cc1,1.4,-0.4,-1.6,9,0.8,-1.1,-2,0,3
Cc1ccc(NC(=S)NC2CC3CCC(C2)N3Cc2ccco2)cc1C (stereo unspecified),-0.1,-1.7,-0.4,-10,-1.1,1.1,0,-4,0
CC1(C)CC2CC(C)(CN2S(=O)(=O)c2ccc(F)cc2F)C1 (stereo unspecified),.,0.0,2.4,4,0.9,-0.2,0,4,5
O=C(NOCc1ccccc1)c1ccc(Cl)cc1Cl,-4.6,2.9,-0.6,-2,0.4,0.6,6,2,1
COc1ccc(-c2nc(N3CCC(C)CC3)[nH]c(=O)c2C#N)cc1,-1.0,-2.0,0.5,4,0.7,1.2,4,-5,10
O=[N+]([O-])c1ccc(NCc2ccc3c(c2)OCO3)cc1,.,-2.0,0.8,-1,-1.0,-0.2,-8,-4,3
Cc1nn(-c2ccccc2)c(Cl)c1C(=O)NCCN(C)C,.,-0.3,-4.5,-3,-0.5,-1.5,0,1,-7
CN(C)c1ccc(C(=O)/C=C/c2cccnc2)cc1,0.1,0.6,0.9,-6,-1.6,-0.5,-14,-1,15
O=C(c1ccc(S(=O)(=O)Cc2ccccc2F)c([N+](=O)[O-])c1)N1CCCC1,.,0.6,-6.1,-5,-1.0,-0.6,-3,1,9
O=C(Nc1nccs1)c1cc2c(s1)CCCCC2,0.3,-2.2,-0.7,-2,-0.4,?,7,-5,7
N/C(=N\OC(=O)c1cccc(Cl)c1)c1cccnc1,1.3,0.4,-0.6,5,-0.4,-0.9,5,-6,-5
S=C(Nc1ccc(Br)cc1Cl)NN1CCOCC1,0.7,-2.8,0.3,-8,-0.4,-0.7,6,-9,4
CC(Cn1cncn1)C(=O)N1CCN(S(=O)(=O)c2ccccc2)CC1 (stereo unspecified),-1.4,-1.6,0.2,-4,0.1,0.9,0,-1,-11
CC(=O)c1cc2ccc(O)cc2oc1=O,-1.0,-0.2,5.3,-13,-1.6,-0.1,+,-2,10
O=C1NC(c2ccccc2)Oc2ccccc21 (stereo unspecified),-1.0,1.9,-1.7,?,-1.1,0.2,6,3,3
O=C(CCc1nnc(CCc2ccccc2)o1)N1CCCC1c1nccs1 (stereo unspecified),.,-0.7,4.1,0,0.5,-0.5,1,7,-1
C=CCNc1sc(C(=O)c2ccc(C)cc2)c(N)c1C#N,-0.1,-4.6,-0.2,-13,-0.1,-0.4,3,-3,14
CC(C)C[C@H](NC(=O)N1CCn2c1nc1ccccc12)C(=O)N1CCCCC1,2.7,-3.7,0.2,0,1.6,0.6,-1,5,6
CC(=O)c1ccc(N(C(=O)Cn2nnc3ccccc32)C(C(=O)NCc2ccccc2)c2ccccn2)cc1 (stereo unspecified),0.1,0.7,2.4,-1,-0.3,0.1,3,2,4
Cc1noc(C)c1C(=O)Nc1nc(-c2cc(F)ccc2F)cs1,-3.1,-0.2,.,3,-2.9,-0.9,-1,-4,-3
CCC(C(=O)OCC(=O)NC(=O)NC(C)(C)C)c1ccccc1 (stereo unspecified),.,-0.4,-0.8,-12,-3.1,0.4,1,-9,3
Cc1cc2cc(CN(Cc3cccs3)C(c3nnnn3C(C)(C)C)C(C)C)c3nnnn3c2cc1C (stereo unspecified),-0.4,-0.1,.,-6,-0.3,0.7,0,-2,-3
CCc1ccc(CN2CCCC(CNS(=O)(=O)c3ccc(OC)cc3)C2)cc1 (stereo unspecified),.,1.1,1.2,1,-0.3,2.4,3,1,3
Cc1ccc(C2=NC(C)(C)N=C2SCC(=O)Nc2ccc(Cl)cc2)cc1,0.3,-3.3,2.3,-5,0.7,5.9,-1,4,3
O=C(COC(=O)/C=C/c1ccc(F)cc1)Nc1ccc(Cl)cn1,-1.1,-0.8,2.3,-13,-0.7,0.0,6,-1,3
c1csc(-c2ccn[nH]2)c1,-3.7,0.5,-2.4,-19,0.1,-1.0,4,4,-6
COc1cccc(-c2cc(C(F)(F)F)nc(-n3cncn3)n2)c1,-0.2,0.1,0.3,-2,?,-1.5,1,-2,8
COC(=O)c1ccccc1NC(=O)Nc1ccc(C)cn1,.,-2.8,-1.2,-1,-0.1,0.0,5,-3,-6
COc1ccc(OCCNC(=O)C2(C)CCN2Cc2ccc3ccccc3c2)cc1 (stereo unspecified),-1.6,0.8,.,0,0.3,.,5,-2,10
Cc1ccc(-c2csc3nc[nH]c(=S)c23)cc1C,-1.9,-0.6,-0.3,-11,-0.4,6.6,-1,-2,24
Cc1ccc2c(c1)N(CC(=O)O)C(=O)CO2,-0.9,3.9,-0.9,-3,0.7,-0.1,3,0,5
O=C(/C=C/c1ccccc1)N1CCN(Cc2nc3ccccc3c(=O)[nH]2)CC1,.,-2.5,-0.3,-10,-0.3,-0.3,-3,-1,-2
O=C(CSc1ccc2ccccc2n1)Nc1ccc(N2CCOCC2)cc1,.,0.4,2.1,-6,-0.5,1.3,5,-2,7
COCCCN1C(=O)C(CC(=O)NCCCN(C)C)CC(C(=O)N2CCOCC2)=C1C (stereo unspecified),1.1,-7.2,.,-4,-1.0,.,0,2,.
Cc1ccccc1NC(=O)c1ccccc1NC(=O)CCC(=O)O,.,0.0,-0.9,-1,1.0,4.0,1,-1,8
CC(C)[C@H](NC(=O)c1c(F)cccc1F)C(=O)N1CCN(c2ccc(F)cc2)CC1,-4.7,0.8,1.0,-5,-1.9,-0.1,2,0,3
Clc1ccc(-n2ncc3c(NCCN4CCOCC4)ncnc32)cc1,3.9,-3.7,-0.4,20,1.4,-0.8,11,2,9
CCN1CCN(C(=O)c2cc3sccc3n2CC(=O)c2ccccc2)CC1,0.0,-2.0,0.2,-10,-0.1,-1.3,-2,-2,8
CN(C(=O)CCNC(=O)Cn1cnc2ccccc2c1=O)c1ccc(Br)cc1,4.8,-1.9,1.8,-16,-0.4,0.6,1,-7,-8
O=C(Nc1ccc(OC(F)(F)F)cc1)c1n[nH]c(Cn2cncn2)n1,.,-0.7,-2.3,1,-1.3,-0.1,-2,-9,-16
# Remaining list, next part.
SMILES,Mtb BioA inh,FadD28 FP inh,UGM FP inh,BoNT F protease,BoNT A protease,PfHsp40 rescue,Mtb FBA inh,Anthrax LF prot,GDH-TPI counter
COc1cccc(-c2nnc(N)o2)c1,0.1,-1.3,-1.2,?,0.8,1.4,10,-4,5
COc1ccc(C(=O)N2CCn3c2nc2ccccc23)cc1,0.2,-0.8,1.3,0,-0.8,2.0,2,1,-9
Cc1ccc(C)c(S(=O)(=O)N2CCCCC2CCNC(=O)C(=O)NC2CCCC2)c1 (stereo unspecified),0.2,-4.4,1.5,5,1.6,4.7,0,2,-5
Cc1nc2c(sc(=S)n2Cc2ccco2)c(=O)n1CC(=O)Nc1ccccc1F,0.3,-5.1,1.0,-3,0.7,1.4,1,-2,14

# Given with values under each structure: entries from further up
# Sequence of screens – Mtb BioA inh, FadD28 FP inh, UGM FP inh, BoNT F protease, BoNT A protease, PfHsp40 rescue, Mtb FBA inh, Anthrax LF prot, GDH-TPI counter
COCCCN1C(=O)C(CC(=O)NCCCN(C)C)CC(C(=O)N2CCOCC2)=C1C (stereo unspecified)
 : 1.1, -7.2, ., -4, -1.0, ., 0, 2, .
Cc1ccccc1NC(=O)c1ccccc1NC(=O)CCC(=O)O
 : ., 0.0, -0.9, -1, 1.0, 4.0, 1, -1, 8
CC(C)[C@H](NC(=O)c1c(F)cccc1F)C(=O)N1CCN(c2ccc(F)cc2)CC1
 : -4.7, 0.8, 1.0, -5, -1.9, -0.1, 2, 0, 3
Clc1ccc(-n2ncc3c(NCCN4CCOCC4)ncnc32)cc1
 : 3.9, -3.7, -0.4, 20, 1.4, -0.8, 11, 2, 9
CCN1CCN(C(=O)c2cc3sccc3n2CC(=O)c2ccccc2)CC1
 : 0.0, -2.0, 0.2, -10, -0.1, -1.3, -2, -2, 8
CN(C(=O)CCNC(=O)Cn1cnc2ccccc2c1=O)c1ccc(Br)cc1
 : 4.8, -1.9, 1.8, -16, -0.4, 0.6, 1, -7, -8
O=C(Nc1ccc(OC(F)(F)F)cc1)c1n[nH]c(Cn2cncn2)n1
 : ., -0.7, -2.3, 1, -1.3, -0.1, -2, -9, -16
COc1cccc(-c2nnc(N)o2)c1
 : 0.1, -1.3, -1.2, ?, 0.8, 1.4, 10, -4, 5
COc1ccc(C(=O)N2CCn3c2nc2ccccc23)cc1
 : 0.2, -0.8, 1.3, 0, -0.8, 2.0, 2, 1, -9
Cc1ccc(C)c(S(=O)(=O)N2CCCCC2CCNC(=O)C(=O)NC2CCCC2)c1 (stereo unspecified)
 : 0.2, -4.4, 1.5, 5, 1.6, 4.7, 0, 2, -5
Cc1nc2c(sc(=S)n2Cc2ccco2)c(=O)n1CC(=O)Nc1ccccc1F
 : 0.3, -5.1, 1.0, -3, 0.7, 1.4, 1, -2, 14
